PfHsp40 yeast = rescue of PfHsp40-mediated yeast toxicity; S. cerevisiae expressing PfHsp40, growth rescue, ATP luminescence; 340,000 compounds, 0.68% hits; growth rescue, % at 12.5 µM; in the data active means growth rescue above about 28%, passing the limit was not always enough;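 further: yeast W303a lacking pdr1 and pdr3 grown in galactose medium; growth measured after three days at 30 °C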
TcdB GH inh = inhibitors of Clostridioides difficile toxin B glycohydrolase; AID 652162; TcdB glycohydrolase enzymatic assay, plate reader; inhibition, % at 9.99 µM; P18177; 350,000 compounds, 0.24% hits; in the data active means inhibition above about 10%
Rv3671c inh = Rv3671c (M. tuberculosis) protease inhibition | inhibition, % at 5.96 µM | 320,000 compounds, 0.048% hits | AID 2606; in the data active means inhibition above about 38%;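 further: extracellular domain of Rv3671c used as enzyme; 0% = enzyme with DMSO and 100% = no enzyme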
Target sequence (P9WHR9 whole entry, looked up, the tested form may be a part): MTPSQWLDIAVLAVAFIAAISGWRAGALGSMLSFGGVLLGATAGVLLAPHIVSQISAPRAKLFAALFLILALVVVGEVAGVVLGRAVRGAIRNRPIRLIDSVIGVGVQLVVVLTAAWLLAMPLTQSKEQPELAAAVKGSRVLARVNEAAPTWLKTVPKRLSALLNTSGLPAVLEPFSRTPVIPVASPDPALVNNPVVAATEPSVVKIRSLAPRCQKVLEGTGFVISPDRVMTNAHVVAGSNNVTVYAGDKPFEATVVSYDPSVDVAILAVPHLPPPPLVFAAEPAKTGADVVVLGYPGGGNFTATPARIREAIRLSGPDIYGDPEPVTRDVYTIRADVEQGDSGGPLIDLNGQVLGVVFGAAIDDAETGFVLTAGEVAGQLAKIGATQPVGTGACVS
MazEF act = activators of E. coli MazEF toxin-antitoxin RNase. P0AE70. FAM/BHQ RNA-DNA oligo cleavage fluorescence, 5 h. activation, % at 20 µM. 350,000 compounds, 0.32% hits; in the data active means activation above about 50%
Target sequence (P0AE70 whole entry, looked up): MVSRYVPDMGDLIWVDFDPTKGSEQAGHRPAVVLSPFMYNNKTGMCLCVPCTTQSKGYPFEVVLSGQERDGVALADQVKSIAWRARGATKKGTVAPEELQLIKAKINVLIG
SARS 3CLpro inh = SARS-CoV 3CLpro protease inhibition; 290,000 compounds, 0.14% hits; inhibition, % at 6 µM; AID 1706; P0C6X7; recombinant SARS-CoV 3CLpro, quenched FRET peptide cleavage; in the data active means inhibition above about 12%
DUSP3 inh = inhibitors of human VHR1 phosphatase (DUSP3). inhibition, % at 13.3 µM. 290,000 compounds, 0.52% hits. AID 1654. P51452. recombinant VHR phosphatase, pNPP absorbance; in the data active means inhibition above about 50%; further: some compounds called inactive have numbers as strong as hits
Target sequence (P51452 whole entry, looked up): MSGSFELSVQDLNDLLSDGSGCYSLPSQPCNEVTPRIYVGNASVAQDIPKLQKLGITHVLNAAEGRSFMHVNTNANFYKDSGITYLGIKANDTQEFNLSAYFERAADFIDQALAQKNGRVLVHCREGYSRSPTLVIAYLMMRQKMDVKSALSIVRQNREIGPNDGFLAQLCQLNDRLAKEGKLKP
Vc quorum ag = induces V. cholerae light production without autoinducers | V. cholerae BH1578 lux reporter, luminescence, 6 h | activation, % at 18.7 µM | 350,000 compounds, 0.16% hits; in the data active means activation mostly above about 9.7%, no sharp cut-off; further: not every result past the cut was called active; inactives centre near 0; reference of the scale not given here
Anthrax LF prot = blocks Bacillus anthracis lethal factor protease; P15917; multiplex microsphere protease cleavage assay, LF; inhibition, % at 10 µM; 360,000 compounds, 0.12% hits; AID 588501; in the data active means inhibition above about 30%; further: plate controls were buffer without enzyme for full effect and enzyme alone for no effect
Y pestis TopoI = inhibitors of Yersinia pestis topoisomerase I; Y. pestis Topo-I cleavage product accumulation, plate reader; activity, % at 10 µM; 360,000 compounds, 0.064% hits; AID 504884; in the data active means activity above about 50%, passing the limit was not always enough; further: inactives centre near 2
PriA SSB inh = inhibitors of Klebsiella pneumoniae PriA binding to SSB C-terminal tail; inhibition, % at 33 µM; AlphaScreen SSBct-PriA binding, biotinylated peptide; 430,000 compounds, 0.6% hits; in the data active means inhibition mostly above about 37%, no sharp cut-off; inactive means mostly below about 20%;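 further: plate controls were negative control peptide for no effect and reference peptide for full effect; strong numbers were not always called active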
Active calls of the source: *. Some of the compounds tested, so the mix of outcomes need not match the whole.

What do the screens show for `COc1ccc(CC(=O)OCC(=O)NCc2ccccc2Cl)cc1`?
PfHsp40 yeast: 0.4; TcdB GH inh: 1.3; Rv3671c inh: -13.2; MazEF act: 10.6; SARS 3CLpro inh: 4.0; DUSP3 inh: 14.0; Vc quorum ag: -0.1; Anthrax LF prot: -14.7; Y pestis TopoI: 31.0; PriA SSB inh: -18.4

How did Cc1ccsc1C(=O)C1CCCN(Cc2cc3ccccc3o2)C1 (stereo not drawn) do in these assays?
PfHsp40 yeast: 1.6; TcdB GH inh: 0.9; Rv3671c inh: -1.0; MazEF act: -1.3; SARS 3CLpro inh: -2.7; DUSP3 inh: -12.5; Vc quorum ag: inactive; Anthrax LF prot: 2.7; Y pestis TopoI: 19.4; PriA SSB inh: 4.8

What do the screens show for `c1ccc(-c2nnc3oc(-c4cccs4)nn23)cc1`?
TcdB GH inh: 0.9; MazEF act: -0.2; Vc quorum ag: inactive; Anthrax LF prot: -3.9; Y pestis TopoI: 3.1

How did Cc1ccc(/C=N/n2c(COc3ccccc3)n[nH]c2=S)o1 do in these assays?
PfHsp40 yeast: 0.2; TcdB GH inh: 2.6; Rv3671c inh: -0.1; MazEF act: 3.4; SARS 3CLpro inh: -1.4; DUSP3 inh: -21.5; Vc quorum ag: 0.8; Anthrax LF prot: 1.2; Y pestis TopoI: 4.0

What do the screens show for `CCOC(=O)CSc1nnc(-c2cccnc2)n1C`?
PfHsp40 yeast: -0.3; TcdB GH inh: 0.6; Rv3671c inh: 1.0; MazEF act: -15.6; SARS 3CLpro inh: 1.4; DUSP3 inh: 5.6; Vc quorum ag: -2.0; Anthrax LF prot: 6.0; Y pestis TopoI: -5.2; PriA SSB inh: -6.0

What do the screens show for `CC(C)CC(NS(=O)(=O)c1ccc2c(c1)oc(=O)n2C)C(=O)NCc1cccnc1` (stereo not drawn)?
PfHsp40 yeast: -0.6; TcdB GH inh: 0.1; Rv3671c inh: -17.4; MazEF act: 12.7; SARS 3CLpro inh: -1.2; DUSP3 inh: 4.0; Vc quorum ag: -0.3; Anthrax LF prot: -5.9; Y pestis TopoI: -2.5; PriA SSB inh: -10.0

Results for COc1ccccc1-c1nc(=S)c(C(C)=O)c(C)[nH]1 ?
TcdB GH inh: 2.8; Rv3671c inh: -4.8; MazEF act: -3.0; SARS 3CLpro inh: 1.4; DUSP3 inh: 9.5; Vc quorum ag: inactive; Anthrax LF prot: -11.7; Y pestis TopoI: 6.7; PriA SSB inh: -8.4

How did CCOC(=O)N1CCN(C(=O)Cc2ccccc2[N+](=O)[O-])CC1 do in these assays?
PfHsp40 yeast: -1.2; TcdB GH inh: 0.2; Rv3671c inh: -12.1; MazEF act: 9.8; SARS 3CLpro inh: -6.5; DUSP3 inh: 37.9; Vc quorum ag: inactive; Y pestis TopoI: -0.5; PriA SSB inh: -5.7

What do the screens show for `CC(O)C(=O)N/N=C/c1cccc2ccccc12` (stereo not drawn)?
PfHsp40 yeast: 0.0; TcdB GH inh: 1.2; MazEF act: 3.4; SARS 3CLpro inh: 3.4; DUSP3 inh: -5.3; Vc quorum ag: -0.3; Anthrax LF prot: -0.6; Y pestis TopoI: 1.5

What do the screens show for `OCC1(Cc2ccccc2C(F)(F)F)CCN(Cc2ccccc2)CC1`?
PfHsp40 yeast: 0.1; TcdB GH inh: 5.0; Rv3671c inh: 1.5; MazEF act: 2.2; SARS 3CLpro inh: -2.5; DUSP3 inh: 11.0; Vc quorum ag: inactive; Anthrax LF prot: -1.5; Y pestis TopoI: -2.0; PriA SSB inh: -1.5

Results for COc1cccc(C2C(C(=O)c3cc4ccccc4o3)=C(O)C(=O)N2c2cc(C)on2)c1OC (stereo not drawn) ?
PfHsp40 yeast: 0.6; Rv3671c inh: -7.7; MazEF act: 0.4; SARS 3CLpro inh: 0.9; DUSP3 inh: -4.1; Vc quorum ag: inactive; Anthrax LF prot: -5.3; Y pestis TopoI: 21.5; PriA SSB inh: 7.3

Results for Cc1cc(-c2csc(NC(=O)c3ccc(=O)[nH]c3)n2)c(C)n1Cc1ccco1 ?
PfHsp40 yeast: -0.7; TcdB GH inh: -0.4; Rv3671c inh: -9.8; MazEF act: -7.7; SARS 3CLpro inh: 2.8; DUSP3 inh: 111.6*; Vc quorum ag: inactive; Anthrax LF prot: -10.9; Y pestis TopoI: -0.7; PriA SSB inh: 24.8

What do the screens show for `Nc1nonc1-n1nnc(C(=O)N/N=C/c2ccccc2Cl)c1CN1CCOCC1`?
PfHsp40 yeast: -2.0; TcdB GH inh: -0.2; Rv3671c inh: 4.3; MazEF act: 11.8; SARS 3CLpro inh: -2.8; DUSP3 inh: -19.8; Vc quorum ag: -4.6; Anthrax LF prot: -2.2; Y pestis TopoI: 6.9

How did Cn1c(=O)n(CCOc2ccc([N+](=O)[O-])cc2)c2ccccc21 do in these assays?
PfHsp40 yeast: -1.9; TcdB GH inh: -1.4; Rv3671c inh: 1.3; MazEF act: 4.2; SARS 3CLpro inh: 4.3; DUSP3 inh: -7.2; Vc quorum ag: -0.6; Anthrax LF prot: 1.8; Y pestis TopoI: 2.8; PriA SSB inh: -3.7

How did Cc1ccc(Nc2nc(CSc3nnc(-c4ccccc4)n3C)cs2)cc1 do in these assays?
PfHsp40 yeast: 1.7; Rv3671c inh: -1.8; MazEF act: 4.4; SARS 3CLpro inh: -2.4; DUSP3 inh: 10.5; Vc quorum ag: inactive; Anthrax LF prot: -0.8; Y pestis TopoI: 26.1; PriA SSB inh: 13.6

How did COc1ccccc1C(=O)NC(CCSC)C(=O)OCC(=O)c1ccc[nH]1 (stereo not drawn) do in these assays?
PfHsp40 yeast: -0.7; TcdB GH inh: 1.1; Rv3671c inh: 0.1; MazEF act: 9.1; SARS 3CLpro inh: -5.2; DUSP3 inh: -10.1; Vc quorum ag: inactive; Anthrax LF prot: -3.2; Y pestis TopoI: 9.4; PriA SSB inh: 7.2

Results for CC(=O)N1CCN(c2nc(-c3ccco3)c3c(c2C#N)CC(C)(C)SC3)CC1 ?
PfHsp40 yeast: 0.3; Rv3671c inh: 8.6; MazEF act: 5.4; SARS 3CLpro inh: -2.9; DUSP3 inh: -0.7; Vc quorum ag: inactive; Anthrax LF prot: 2.6; Y pestis TopoI: 2.6; PriA SSB inh: -5.2

Results for COC(=O)c1ccc(N=Nc2ccccc2)cc1 ?
PfHsp40 yeast: 2.1; TcdB GH inh: 0.3; Rv3671c inh: -0.3; MazEF act: 9.2; SARS 3CLpro inh: 6.3; DUSP3 inh: 16.6; Vc quorum ag: inactive; Anthrax LF prot: -3.1; Y pestis TopoI: 0.4; PriA SSB inh: 27.1

What do the screens show for `Cc1sc2ncnc(N[C@@H](Cc3c[nH]c4ccccc34)C(=O)O)c2c1C`?
PfHsp40 yeast: 0.5; Rv3671c inh: -3.9; MazEF act: -8.8; SARS 3CLpro inh: 2.0; DUSP3 inh: -0.3; Vc quorum ag: 0.0; Anthrax LF prot: -1.5; Y pestis TopoI: 0.9; PriA SSB inh: -1.4

What do the screens show for `COc1ccccc1N(C(=O)c1snc(C(N)=O)c1N)C(C(=O)NC1CCCC1)c1ccc2ncccc2c1` (stereo not drawn)?
PfHsp40 yeast: -0.5; TcdB GH inh: 1.1; Rv3671c inh: -1.2; MazEF act: 7.2; SARS 3CLpro inh: 2.7; DUSP3 inh: 22.4; Vc quorum ag: -0.2; Anthrax LF prot: 0.4; Y pestis TopoI: 23.4; PriA SSB inh: -13.2

How did COc1ccc(NC(=O)CSc2nccc(C)n2)cc1 do in these assays?
PfHsp40 yeast: 0.8; Rv3671c inh: -2.9; MazEF act: 8.4; SARS 3CLpro inh: 4.5; DUSP3 inh: -1.4; Vc quorum ag: -1.0; Anthrax LF prot: -2.4; Y pestis TopoI: -4.0; PriA SSB inh: -5.5

Results for COc1ccc(-c2ccc(OC(=O)NC3CCS(=O)(=O)C3)cc2)cc1 (stereo not drawn) ?
PfHsp40 yeast: 0.3; TcdB GH inh: 10.6*; Rv3671c inh: -1.4; MazEF act: -4.9; SARS 3CLpro inh: -1.9; DUSP3 inh: 40.5; Vc quorum ag: -0.3; Anthrax LF prot: -6.4; Y pestis TopoI: -1.8; PriA SSB inh: -11.5

What do the screens show for `Cc1cccc(-c2nnc(SCC3CNC(=O)O3)n2-c2ccc(Cl)cc2)c1` (stereo not drawn)?
PfHsp40 yeast: -2.1; TcdB GH inh: 0.5; Rv3671c inh: 4.1; MazEF act: 3.0; SARS 3CLpro inh: 1.2; DUSP3 inh: -3.8; Vc quorum ag: 0.7; Anthrax LF prot: -0.7; Y pestis TopoI: 9.6; PriA SSB inh: 4.0

What do the screens show for `COc1ccc(C(C(C(=O)c2ccco2)N2CCOCC2)N2CCOCC2)cc1` (stereo not drawn)?
PfHsp40 yeast: 0.1; Rv3671c inh: 0.9; MazEF act: -2.5; SARS 3CLpro inh: -3.1; DUSP3 inh: 15.5; Vc quorum ag: inactive; Anthrax LF prot: -1.3; Y pestis TopoI: 7.5; PriA SSB inh: -10.5

What do the screens show for `CC(=O)c1cccc(NC(=O)CN(Cc2ccccc2)S(C)(=O)=O)c1`?
PfHsp40 yeast: -1.0; Rv3671c inh: -0.8; MazEF act: 7.4; SARS 3CLpro inh: -7.1; DUSP3 inh: -3.8; Vc quorum ag: -1.7; Anthrax LF prot: -2.4; Y pestis TopoI: -1.0; PriA SSB inh: -1.3

Results for CC(=O)Nc1ccc(S(=O)(=O)NCCC(=O)OC(C)C(=O)c2ccc(C)cc2)cc1 (stereo not drawn) ?
PfHsp40 yeast: -0.5; TcdB GH inh: 1.9; Rv3671c inh: -10.3; MazEF act: 3.4; SARS 3CLpro inh: -0.9; DUSP3 inh: -7.9; Vc quorum ag: inactive; Anthrax LF prot: -1.0; Y pestis TopoI: 4.5; PriA SSB inh: -1.0

Results for COC(=O)c1sc(N)c(C(=O)OC)c1COC(=O)C1CC(=O)N(Cc2ccco2)C1 (stereo not drawn) ?
PfHsp40 yeast: 1.3; Rv3671c inh: -7.3; MazEF act: -10.7; SARS 3CLpro inh: 3.7; DUSP3 inh: -22.7; Vc quorum ag: -1.4; Anthrax LF prot: -0.1; Y pestis TopoI: 1.3; PriA SSB inh: 0.4

Results for O=C(c1cccc(F)c1)N1CCN(S(=O)(=O)Cc2ccccc2)CC1 ?
PfHsp40 yeast: 0.3; TcdB GH inh: 1.3; Rv3671c inh: 4.6; MazEF act: 12.7; SARS 3CLpro inh: -3.2; DUSP3 inh: -11.0; Vc quorum ag: -0.8; Anthrax LF prot: 2.0; Y pestis TopoI: 2.7; PriA SSB inh: 0.6

How did CC(C)CCN(C(=O)Cc1ccccc1F)c1c(N)n(Cc2ccccc2)c(=O)[nH]c1=O do in these assays?
PfHsp40 yeast: -0.3; TcdB GH inh: 2.7; Rv3671c inh: -4.0; MazEF act: 6.7; SARS 3CLpro inh: 0.0; DUSP3 inh: 19.9; Vc quorum ag: -1.9; Anthrax LF prot: -6.3; Y pestis TopoI: 10.8; PriA SSB inh: -4.3

Results for O=C(C[C@@H]1C/C=C/CC[C@@H](Cc2ccc(F)cc2)C(=O)O[C@H](c2ccccc2)CNC1=O)NCCO ?
PfHsp40 yeast: 0.5; TcdB GH inh: 0.5; Rv3671c inh: -1.2; MazEF act: -1.0; Vc quorum ag: -0.7; Anthrax LF prot: -3.0; Y pestis TopoI: 27.9; PriA SSB inh: -3.5

Results for CCC1(C)CC(c2nc(-c3ccc(OC)cc3)cs2)CCS1 (stereo not drawn) ?
PfHsp40 yeast: 2.8; Rv3671c inh: -4.5; MazEF act: -9.4; SARS 3CLpro inh: -3.7; DUSP3 inh: 5.6; Vc quorum ag: inactive; Anthrax LF prot: -4.1; Y pestis TopoI: 26.3; PriA SSB inh: -26.8

Assay outcomes as filed in PubChem BioAssay.
